Pf Dd2 inh: qHTS Primary assay for Inhibitors of Plasmodium falciparum Dd2 growth in vitro; 4.3% of 120,000 active; P. falciparum Dd2 growth, SYBR Green, 72 h; Potency, µM (doses to about 28.9 µM), for inactives: top-dose activity, negative = inhibition, usual class: inhibitors; active = well fitted inhibition curve with a large enough effect; inconclusive = small, poorly fitted or top-dose-only effect; inactive = no such curve, though single readings can be large or run the other way;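 also: plate controls were DMSO vehicle for no effect and reference drug for full effect; nearly all actives have a fitted effect of over 65% in size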
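Readout: SYBR Green fluorescence, 485 nm excitation, 535 nm emission, after ~16 h lysis at 37C. Before that, Dd2-infected red cells (2.5% hematocrit) grew 72 h with compound, 29 uM top final concentration.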
Numbers without * were called inactive; i = inactive; ? = inconclusive; [ ] = remark or other dose. Potency is read from the fitted curve at half-maximal effect. Not all compounds are listed. The share of hits here may be higher or lower than overall.

Structure | Pf Dd2 inh
CC(C)NC(=O)N[C@H]1C[C@H]2C(=O)NC[C@@H](CCC(=O)N3CCN(C)CC3)N2C1 | 25.3%[44.1 µM]
Cc1noc2c(-c3cccnc3NC3CCN(C)CC3)cc(-c3ccccc3)nc12 | ?
O=C(NCc1cc(F)ccc1F)C1CCc2sc(C(=O)N3CCOCC3)cc2C1 (stereo not given) | i
O=C(c1cccc(=O)[nH]1)N1CC[C@@H](c2ccc3c(c2)OCO3)[C@H](O)C1 | 27.6%
CN(C)C[C@@H]1CN(C)C[C@H]1NC(=O)c1cccc2[nH]ccc12 | 21.2%
Cc1ccc(C(=O)N2CCC3(CC(c4cccc(C(F)(F)F)c4)=NO3)C2)cc1 (stereo not given) | -28.3%
O=C(c1ccncc1)N1CCCC(COc2ccccc2C(=O)N2CCOCC2)C1 (stereo not given) | -4.6%
O=C(c1cccc(Cl)c1)N1CCN(c2cc(-c3cccs3)[nH]n2)CC1 | i
O=C(N[C@H]1C[C@H]2C(=O)NC[C@@H](CCC(=O)N3CCN(c4ccccn4)CC3)N2C1)c1ccccc1 | 5.8%
Cc1ccc(Cl)cc1Nc1nn2c(=O)c3ccc(C(=O)Nc4ccc(F)cc4)cc3nc2s1 | -5.1%
COc1cccc(CNS(=O)(=O)c2cnc(N)nc2)c1 | 23.1%
CC1CN(S(=O)(=O)c2ccc3c(c2)NC(=O)CC(=O)N3)c2ccccc2O1 (stereo not given) | 26.1%
Cc1ccc(-c2cn3c(n2)CO[C@@H](CNCc2ccccc2Cl)C3)cc1 | -9.2%[44.1 µM]
COC[C@@H]1CN(C(=O)c2cn[nH]c2C)C[C@H]1c1ccncc1 | 19.1%
COc1ccc(C(=O)CCC(=O)Nc2ccc(OC)c(Cl)c2)cc1 | 172.2%[activator][5.79 µM]
COc1ccc(-c2nc(-c3ccccc3)nc3c2CN(C(=O)c2cccc(OC)c2)CC3)cc1 | ?
CCC(=O)N1CCc2cc(S(=O)(=O)NC(C(=O)Nc3ccc(C(C)=O)cc3)C(C)C)ccc21 (stereo not given) | 44.3%
CCCCN(CC)C(=O)c1nn(C)c2c1CSc1ccccc1-2 | 3.2%
C#CCN(CC=C)C(=O)c1ccccc1OC1CCN(C(=O)c2cccnc2)CC1 | 0.7%
CC(=O)c1ccc(NC(=O)COCc2cc(-c3ccco3)on2)cc1 | 1.8%
CC(=O)N1C[C@@H]2C[C@H](C1)c1ccc(NC(=O)COc3ccccc3)c(=O)n1C2 | 12.8%[44.1 µM]
CCOc1ccc(NC(=O)CSc2nc3ccsc3c(=O)n2CCC(C)C)cc1 | -2.2%
Cc1nc(-c2ccccc2Br)cc([C@H]2CN3CC[C@H]2C[C@@H]3CNC(=O)CSCC(=O)O)n1 | -19.1%
Cc1cccc(C(=O)NCc2nc3ccccc3n2Cc2ccccc2Cl)c1 | ?
Cc1[nH]cnc1CSCCn1ccnc1-c1nccn1C | ?
CC(C)c1noc(-c2cn(C3CCN(C(=O)c4ccc(F)cc4)C3)nn2)n1 (stereo not given) | -6.5%
O=C1NCC(=O)N2CCN(C3CCN(Cc4ccco4)CC3)CC12 (stereo not given) | 5.0%
O=C(NCCCc1ccccc1)c1n[nH]c2c1CN(C(=O)c1ccccc1Cl)CC2 | i
CCOc1ccc(Nc2c(S(=O)(=O)c3ccccc3)cnc3ccc(F)cc23)cc1 | -24.3%
CC(C)(C)c1ccnc(N[C@H]2CO[C@H]3[C@@H]2OC[C@@H]3NC(=O)CC2(CC(=O)O)CCCC2)n1 | -3.3%
O=C1CCN(Cc2ccc(F)cc2F)CCCCCCN1 | i
O=C1N[C@H](CC(=O)N2CCN(c3ccc(C(F)(F)F)cn3)CC2)C(=O)Nc2ccccc21 | ?
C[C@@H]1CN(C(=O)c2ccc(-c3cnco3)cc2)CC[C@]1(C)O | 9.9%
O=C1NC2(CN(Cc3ccccc3C(F)(F)F)C2)Oc2ccccc21 | -13.9%
O=C(c1ccc(Cl)cc1)N1CCC2(CC1)C(=O)NCN2C(=O)CCCN1CCCC1 | 1.9%
O=C(CCc1nc(-c2ccco2)no1)N[C@@H]1CCOC[C@H]1OCC1CCC1 | -11.6%
CCOc1ccc(C(=O)Nc2ccc3oc(-c4ccc5ccccc5c4)nc3c2)cc1 | 12.5%
CN(C)CCN(C)CC[C@H]1CN(C(=O)C(C)(C)C)CC[C@H]1CC(=O)O | 14.1%[44.1 µM]
O=C(NCC(c1cccs1)S(=O)(=O)c1cccs1)c1ccc(C(F)(F)F)cc1 (stereo not given) | 3.8%
COCCn1c(=O)c2c(n1Cc1ccccc1)CN(C(=O)c1scnc1C)CC2 | 28.5%[44.1 µM]
CN(C)C(=O)C1CCc2nnc(CNC(=O)c3ccccc3)n21 (stereo not given) | 13.1%
O=C(c1ccno1)N1C[C@@H]2OCC(=O)N(c3ccccc3)[C@@H]2C1 | 13.1%[44.1 µM]
Cc1ccc(C2Cn3nnc(C(=O)N4CCC(C(=O)NCc5ccc(F)cc5)CC4)c3CO2)cc1 (stereo not given) | -12.2%
Cc1cc2c(cc1C(=O)N1C[C@@H](C)[C@](O)(C3CCC3)C1)OCCO2 | -8.6%
COc1cccc(C(=O)Nc2cccc(C(=O)OCc3cc(=O)n4nc(C(C)C)sc4n3)c2)c1 | 24.7%
Fc1ccc(-c2noc3ncnc(NC4CCCCC4)c23)cc1 | ?
CC(C)c1noc(-c2cn(C3CCN(C(=O)Cc4ccc(F)cc4)C3)nn2)n1 (stereo not given) | 200.4%[activator]
O=C1NC2(CCN(C(=O)c3ccccc3F)CC2)Oc2ccccc21 | i
COc1ccc(C(=O)N2CCC3(CC2)CC(OCC2CC2)CCO3)cc1 (stereo not given) | -9.4%
O=C(Cn1cnc2c(oc3ccccc32)c1=O)Nc1ccccc1C(F)(F)F | 17.2%

Molecules from the list above that have a CF3 group, in the order listed:
Structure | Pf Dd2 inh
Cc1ccc(C(=O)N2CCC3(CC(c4cccc(C(F)(F)F)c4)=NO3)C2)cc1 (stereo not given) | -28.3%
O=C1N[C@H](CC(=O)N2CCN(c3ccc(C(F)(F)F)cn3)CC2)C(=O)Nc2ccccc21 | ?
O=C1NC2(CN(Cc3ccccc3C(F)(F)F)C2)Oc2ccccc21 | -13.9%
O=C(NCC(c1cccs1)S(=O)(=O)c1cccs1)c1ccc(C(F)(F)F)cc1 (stereo not given) | 3.8%
O=C(Cn1cnc2c(oc3ccccc32)c1=O)Nc1ccccc1C(F)(F)F | 17.2%

Other records follow:
Structure | Pf Dd2 inh
Cc1cnc(C(=O)N2CCC(c3noc(-c4ccccn4)n3)C2)cn1 (stereo not given) | i[5.79 µM]
COc1ccc(C(=O)N2CCCC(CN3CCC(C)CC3)CC2)cc1 (stereo not given) | -29.6%
CCc1ncc(C(=O)N[C@@H]2c3ccccc3C3(CCNCC3)[C@H]2OC)cn1 | 0.8%
CCn1cc(C(=O)NCc2ccccc2Cl)c(=O)c2cc(S(=O)(=O)N3CCOCC3)ccc21 | -11.8%
CCOc1ccc2nc(N3CCN(C(=O)C(C)C)CC3)sc2c1 | ?
O=C(C[C@@H]1O[C@H](CNC(=O)Nc2cccc(F)c2)[C@@H](O)[C@H]1O)NCCN1CCOCC1 | 16.2%
CCOc1ccc(CCNC(=O)CSc2nnnn2-c2ccc(C)cc2C)cc1OCC | 8.0%
Cc1cnc(CCNC(=O)c2ccc(C#N)cc2)n1C1CCCC1 | ?
Cc1ccc(CSC2=Nc3ccccc3C3=NC(CCC(=O)N4CCN(c5ccccc5)CC4)C(=O)N23)cc1 (stereo not given) | ?
Cc1ccc(NC(=O)Cn2ccn3nc(-c4ccc(F)cc4)c(CO)c3c2=O)cc1F | 57.6%[activator]
O=[S+]1([O-])CCCN1C1CCN(Cc2ccc(C(F)(F)F)cc2)CC1 | i
CCC1CCCCN1S(=O)(=O)c1ccc(N2CCCCS2(=O)=O)cc1 (stereo not given) | -4.0%
CC(C)c1ccc([S+](=O)([O-])N2CC(CNC(=O)c3cnn(C)c3)C3(CN(c4ccccc4)C3)C2)cc1 (stereo not given) | i
O=C(NCCc1ccncc1)C1CN(C(=O)c2ccc(Cl)s2)CC12CCOCC2 (stereo not given) | -0.8%
CCNC(=O)CN1CCCC(CNC(=O)c2cccc(C(F)(F)F)c2)C1 (stereo not given) | -19.1%
COc1ccc2[nH]c(C[C@@H]3C[C@@H](C(C)C)[C@H](CNC(C)=O)C=C3C)nc2n1 | ?
CCCN(C)C(=O)c1c(-c2ccc(F)cc2)noc1[C@H](C)O | 9.1%[44.1 µM]
CC(C)CCN1CCC(N2CCN(C(=O)CC3CCCCC3)CC2)C1=O (stereo not given) | -13.8%
Cc1ccc(C(=O)N2C[C@@H](COc3ccccc3)[C@H](C(N)=O)C2)nc1 | -4.6%
Cc1ccc(-c2cn[nH]c2C2CCCN(C(=O)CCCn3cnnn3)C2)cc1 (stereo not given) | -17.6%
C[C@@H]1CN(C(=O)c2ccc3c(c2)NC(C)(COc2ccc4[nH]ccc4c2)CO3)C[C@H](C)O1 (stereo not given in full) | -17.5%[44.1 µM]
Cc1nn(C)c(C)c1S(=O)(=O)N1CCC2(CC1)CC(Cc1cccc(F)c1)CCO2 (stereo not given) | -25.0%
CCC1(N2CCN(C(=O)c3ccc(N(C)C)cc3)CC2)CCN(S(C)(=O)=O)C1 (stereo not given) | -20.5%
COCc1nc(-c2ccc(OC3CCN(S(=O)(=O)c4ccccc4C)C3)cc2)no1 (stereo not given) | 20.4%[5.79 µM]
Cc1cccc(C(=O)Nc2ccc3ncnc(N4CCCCC4)c3c2)c1 | i
COc1ccc(C(=O)NC2CCc3n[nH]c(=O)n3CC2)c(OC)n1 (stereo not given) | 56.5%[activator]
O=C(Nc1ccc2nc(SCc3ccccc3)sc2c1)c1ccccc1F | ?
CCC(C)NC(=O)C(NC(=O)c1ccc2c(c1)OCO2)C1CCN(C(=O)c2ccccc2F)CC1 (stereo not given) | ?
Cc1ccccc1NC(=O)c1ccc2c(c1)N(C)C1CCCN1C2=O (stereo not given) | i
O=C1CCC(C(=O)N2CCCn3nc(C(=O)Nc4ccccc4)cc3C2)=NN1 | -3.7%
N#Cc1ccc(CN2C3CCC2CN(C(=O)c2ccncc2)C3)cc1 | 3.6%[44.1 µM]
Cc1cc(Cl)ccc1-c1cccc(C=O)c1 | 9.1%[44.1 µM]
Cc1nn2c(c1-c1ccccc1OCc1ccccc1)N(C(=O)COc1ccccc1)CCC2 | ?
O=C(Cn1ccc2cc(S(=O)(=O)N3CCCCC3)ccc21)NCc1cccc(Cl)c1 | 14.4%
CCOc1ccc(C(=O)c2cn(CC(=O)Nc3ccc(F)c(F)c3)c3cc4c(cc3c2=O)OCCO4)cc1 | ?
Cn1nccc1-c1cnc2n[nH]c(-c3ccc4c(c3)OCO4)c2n1 | i
CC(=O)N1CCCn2nc(C)c(-c3ccccc3OCc3ccccc3)c21 | i
CC1(C)[C@H](Cc2cc(CN3CCN(c4ccccc4)CC3)on2)C[C@@H]1NCC1CC1 | i
O=C(C1CCC1)N1CCCC(Nc2ccc(F)cc2)C1 (stereo not given) | -22.4%
COc1ncccc1-c1cc(C(=O)NCC2CCOCC2)c2c(c1)ncn2C | -9.7%[44.1 µM]
O=C(NC[C@H]1O[C@@H]2C[C@@H](CC(=O)N3CCOCC3)O[C@@H]2[C@@H]1O)Nc1cccs1 | -3.7%[44.1 µM]
COc1cc(Cl)c(C)cc1NC(=O)c1c(C)oc2nc(C)nc(N3CCCC3)c12 | -6.6%
Cc1ccc(C)c(Cn2c3ccccc3c3cnn(CC(=O)NC4CCCCCC4)c(=O)c32)c1 | 53.3%[activator]
Cc1cc(C[C@@H]2COC[C@@H]2NC(=O)CCn2cnc3ccccc32)on1 | -0.9%
Clc1ccc(N2CCN(Cc3nnc(-c4ccc5c(c4)OCO5)o3)CC2)cc1 | -3.9%
COCc1ncc(C)n1CCNC(=O)c1c(C)noc1C | -7.8%
O=C(Nc1cccc2c1CCCC2)N1CCOc2ccc(Cl)cc21 | -3.5%
CC(=O)N1c2ccccc2C(=O)C1N1CCN(c2ccccc2F)CC1 (stereo not given) | -21.7%
c1ccc(-c2noc(-c3cccnc3NCc3ccco3)n2)cc1 | -7.0%
CC(=O)c1nn(-c2ccc(OC(F)(F)F)cc2)nc1Nc1ccc(C)cc1 | 25.3%

Remaining list, next part
Structure | Pf Dd2 inh
Cn1ncc2c(N3CCN(c4ccccc4Cl)CC3)ncnc21 | -15.0%
C[C@]1(CO)[C@H]2Cc3sc(NC(=O)c4ccco4)nc3[C@@H](CC(=O)N3CCC(C(N)=O)CC3)[C@]2(C)CC[C@H]1O | ?
Cn1c(C(=O)NCC2CC2)nc2nc(-c3ccccc3)c(Cl)cc21 | -13.1%[44.1 µM]
COc1ccccc1CNC(=O)Cc1c(C)c2c(cc(C)c3c(C)coc32)oc1=O | -3.9%
COC(=O)c1cc2occc2n1Cc1ccc(F)cc1Cl | -1.7%
COc1cc2c(cc1OC)C(C[C@H]1CN(C(=O)c3ccccc3)CC[C@H]1CC(=O)O)=NCC2 | -3.6%
CC(C)N1CC2CCC(C1)N2CC1CCCC1 | -37.6%[44.1 µM]
CCOc1ccc(CN2C[C@@H](COC)[C@H](C(=O)N(C)C)C2)cc1OC | -12.3%
COC(=O)[C@@H](Cc1cccnc1)NC(=O)[C@H]1CN(S(=O)(=O)c2ccccc2)CCN1C(=O)c1cccs1 | -6.9%
O=C(NC1CCCCC1)[C@@H]1C[C@@H](O)CN1C1CCN(C(=O)c2cccc3nccnc23)CC1 | -9.6%
O=C(Nc1ccccc1)N[C@H]1CO[C@H]2[C@@H]1OC[C@@H]2Nc1nccc(-c2cccs2)n1 | -6.9%[44.1 µM]
